Assay outcomes from PubChem BioAssay.
FXN GAA850 act = frataxin GAA850 promoter activation; HEK293 lucGAA850 FXN promoter luciferase reporter, 24 h; percent of 10 µM SAHA response; activation, % at 6 µM; hit rate 0.56% among 360,000;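 active means activation above the average of all compounds screened plus 3 SD, cutoff fixed separately per campaign, cut at about 7.5% in these data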;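 further: 0% = DMSO wells and 100% = 10 µM SAHA wells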
DAX1 inh-1 = blocks DAX1 repression of SF-1 activated StAR promoter. HEK293T StAR-luciferase reporter, SF-1/DAX-1 repression relief. inhibition, % at 6.8 µM. hit rate 1.1% among 370,000. AID 652010;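 active means inhibition above the mean over all tested compounds plus 3 SD, cut at about 3.6% in these data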;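 further: 0% = DAX-1 cells with DMSO and 100% = cells lacking DAX-1 with DMSO; higher inhibition means more luminescence from relief of DAX-1 repression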
SMARCA2 activ = increases SMARCA2 function in MMTV reporter cells. activation, % at 9.1 µM. AID 652017. MG213 cells, MMTV-luciferase reporter, dexamethasone, overnight. hit rate 1% among 370,000; in the data active means activation above about 7.8%;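 further: 0% = vehicle wells and 100% = reference activator wells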
PG9 Ab binder = binds the HIV-1 gp120 antibody PG9; TR-FRET gp120-PG9 antibody binding; inhibition, % at 6.7 µM; hit rate 0.43% among 360,000; AID 624416; in the data active means inhibition above about 8.5%
hcDAF12 agonist = activators of H. contortus DAF-12 nuclear receptor. HEK293 hcDAF-12 lit1-tk-luc reporter, luminescence; 0% DMSO, 100% Δ7-dafachronic acid. activation, % at 6.8 µM. hit rate 1.4% among 370,000;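 active means activation above the mean of all tested compounds plus 3 SD, cut at about 5.5% in these data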;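 further: 100% = response to 3 µM Δ7-dafachronic acid high control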
HGIII-sPLA2 inh = Inhibits HGIII-sPLA2 liposome hydrolysis, primary screen. Q9NZ20. QFRET BODIPY PC-A2 liposome hydrolysis, fluorescence. inhibition, % at 12.2 µM. hit rate 0.56% among 370,000;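 active means inhibition above mean plus 3 SD of compounds lying within the high and low control bounds, cut at about 19% in these data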;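 further: 0% = median of test compound wells and 100% = no enzyme DMSO wells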
Target sequence (Q9NZ20 whole entry, looked up): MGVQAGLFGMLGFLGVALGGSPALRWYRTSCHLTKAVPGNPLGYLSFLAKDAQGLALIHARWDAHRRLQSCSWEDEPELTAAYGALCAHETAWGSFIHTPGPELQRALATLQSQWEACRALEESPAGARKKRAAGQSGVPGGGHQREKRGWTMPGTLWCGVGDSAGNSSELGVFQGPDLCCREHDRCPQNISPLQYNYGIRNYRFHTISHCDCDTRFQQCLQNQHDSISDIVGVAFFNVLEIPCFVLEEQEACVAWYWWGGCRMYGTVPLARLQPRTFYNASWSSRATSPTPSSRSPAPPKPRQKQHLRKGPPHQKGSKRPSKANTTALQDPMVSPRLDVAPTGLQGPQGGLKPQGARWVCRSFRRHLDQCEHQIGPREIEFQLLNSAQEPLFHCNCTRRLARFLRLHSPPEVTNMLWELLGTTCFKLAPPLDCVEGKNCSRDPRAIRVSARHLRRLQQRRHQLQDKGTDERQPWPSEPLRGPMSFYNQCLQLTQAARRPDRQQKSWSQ
DAX1 inh-2 = NR0B1 (DAX1) inhibition; HEK293 Gal4-DAX1 luciferase reporter, luminescence; P51843; AID 504766; hit rate 0.99% among 340,000; inhibition, % at 6.75 µM;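 active means inhibition above the mean over all tested compounds plus 3 SD, cut at about 4.2% in these data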;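 further: 0% = DAX1-transfected cells with DMSO and 100% = empty-vector control cells with DMSO; inhibition shows as a rise in luminescence from relieved DAX1 repression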
PLCb3 inh = PLC-beta3 (human) inhibition, primary screen; Q01970; Purified PLC-beta3, fluorogenic substrate, fluorescence; inhibition, % at 12.2 µM; hit rate 0.18% among 370,000; in the data active means inhibition above about 11%;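 further: 0% = median of compound wells on plate and 100% = full blocker control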
ssDAF-12 act = activators of S. stercoralis DAF-12 nuclear receptor; HEK293 ssDAF-12/GRIP1 lit1-tk-luc reporter, luminescence; % of 3 µM dafachronic acid response; activation, % at 6.8 µM; hit rate 1% among 370,000;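 active means activation above the mean over all tested compounds plus 3 SD, cut at about 0.9% in these data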;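 further: 0% = DMSO-only wells and 100% = 3 µM delta7-dafachronic acid wells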
hgDAF12 agonist = activates the H. glycines DAF-12 receptor ligand-binding domain; HEK293 GAL4-hgDAF12 UAS-luciferase reporter, agonist luminescence; normalized to butyrate control; activation, % at 6.8 µM; hit rate 1.8% among 370,000; AID 687014;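 active means activation above a cutoff set at the mean of all screened compounds plus 3 SD, cut at about 10% in these data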;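 further: 0% = DMSO wells and 100% = sodium butyrate wells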
Rev-erbA mod = modulates human Rev-erb alpha binding to DNA; activity, % at 10 µM; hit rate 0.79% among 370,000; P20393; Rev-erbα–FITC-DNA binding, fluorescence polarization, 90 min; AID 1259318;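 active means activity above about 14%, limit read from the data; passing the limit was not always enough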;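 further: 0% = DMSO wells with 35 nM protein and 100% = DMSO wells with 750 nM protein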
Target sequence (P20393 whole entry, looked up): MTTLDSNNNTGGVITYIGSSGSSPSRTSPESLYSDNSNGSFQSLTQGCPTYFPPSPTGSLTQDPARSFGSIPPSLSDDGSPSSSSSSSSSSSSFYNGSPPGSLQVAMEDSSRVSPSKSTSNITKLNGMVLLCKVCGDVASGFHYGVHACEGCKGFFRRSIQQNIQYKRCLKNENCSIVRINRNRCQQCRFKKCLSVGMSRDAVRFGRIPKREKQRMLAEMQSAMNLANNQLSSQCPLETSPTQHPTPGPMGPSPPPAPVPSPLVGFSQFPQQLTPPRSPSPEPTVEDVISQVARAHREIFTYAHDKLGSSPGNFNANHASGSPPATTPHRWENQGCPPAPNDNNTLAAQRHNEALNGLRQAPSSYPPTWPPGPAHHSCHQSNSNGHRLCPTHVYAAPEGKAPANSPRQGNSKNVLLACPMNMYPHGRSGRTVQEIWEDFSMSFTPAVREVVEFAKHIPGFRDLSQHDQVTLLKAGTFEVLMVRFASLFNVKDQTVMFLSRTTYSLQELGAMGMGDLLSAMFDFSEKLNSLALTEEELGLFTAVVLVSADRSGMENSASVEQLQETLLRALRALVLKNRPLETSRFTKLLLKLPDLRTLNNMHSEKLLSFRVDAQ
* = called active by the depositor; i = inactive; · = not tested or not shown.

SMILES | FXN GAA850 act | DAX1 inh-1 | SMARCA2 activ | PG9 Ab binder | hcDAF12 agonist | HGIII-sPLA2 inh | DAX1 inh-2 | PLCb3 inh | ssDAF-12 act | hgDAF12 agonist | Rev-erbA mod
CC1CCCC(NCC(O)COC(c2ccc(F)cc2)c2ccc(F)cc2)C1C (stereo not given) | -1.6 | -0.2 | 1 | -0.7 | -0.3 | -5 | 0.0 | 4 | -0.5 | 0.4 | 3
Cc1cc(C)cc(-n2ncc3c2CCCC3NC(=O)CN2CCCCC2=O)c1 (stereo not given) | -0.7 | 1.8 | -1 | 0.5 | 0.1 | 2 | -0.6 | -7 | -0.7 | 1.9 | 1
O=C(NCc1ccco1)C1Cc2ccccc2CN1S(=O)(=O)c1ccccc1F (stereo not given) | 0.8 | -0.1 | -1 | 3.0 | -1.2 | -9 | 0.0 | -14 | -1.1 | 1.4 | 0
COc1ccc(CN(C)CC(=O)c2c(N)n(Cc3ccccc3)c(=O)n(C)c2=O)c(OC)c1 | 0.4 | -0.2 | 7 | 0.1 | -1.2 | 0 | 1.1 | 1 | -1.2 | -0.2 | 1
C[C@H](NC(=O)c1nc[nH]c1C(=O)N[C@@H](Cc1ccccc1)C(=O)OC(C)(C)C)c1ccccc1 | -0.8 | -0.9 | -1 | 0.5 | 0.2 | 3 | 0.1 | 3 | -1.3 | 0.1 | 10
CC(C)(C)c1ccc(C(=O)N/N=C/c2ccccn2)cc1 | -4.5 | -0.3 | 5 | -2.6 | 0.7 | -3 | -1.9 | 3 | -0.9 | 3.0 | 4
Cc1nnc(SC(C)C(=O)N2CCc3ccccc32)s1 (stereo not given) | -0.8 | 0.5 | 3 | -1.9 | -0.2 | 0 | 0.6 | 6 | -1.2 | 1.5 | 2
Cc1cccc(OCC(=O)NC(=S)Nc2ccccc2N2CCOCC2)c1 | 1.5 | 0.2 | -2 | -1.1 | -0.2 | 9 | 0.0 | 3 | -1.1 | -2.6 | -4
COC(=O)c1ccc(CN2CCC(Oc3cccc(C(=O)N4CCOCC4)c3)CC2)cc1 | 0.0 | -0.9 | -3 | 0.8 | -3.0 | 3 | -0.5 | -9 | -1.3 | -1.3 | -2
COc1ccc(NC(=O)c2c(C(F)(F)F)nn(C)c2SCc2ccccc2)cc1 | 0.4 | 0.5 | -3 | -0.2 | 0.8 | 0 | -0.7 | 2 | -1.1 | 0.1 | 1
O=C(c1cc[n+]([O-])cc1)N1CCc2c([nH]c3ccccc23)C1c1ccccc1Cl (stereo not given) | -0.1 | 0.0 | -3 | -2.2 | 2.6 | 3 | · | -4 | -0.5 | 1.0 | 6
CC(C)=CC(=O)OCC(=O)Nc1ccc(Cl)cc1 | -1.3 | -0.6 | 2 | -1.0 | 1.8 | 3 | -0.5 | -12 | -1.3 | 0.5 | 0
CCCOc1ccc(CC(=O)NCc2ccco2)cc1OC | 1.4 | -1.1 | 0 | 0.4 | -0.5 | 4 | -0.1 | -1 | -0.9 | 0.7 | -1
CCCN1C(=O)C(=O)N(CC(=O)c2cc(C)n(C3CC3)c2C)C1=O | 1.4 | 3.8* | 12* | -1.9 | 3.4 | -6 | 1.5 | 0 | -0.8 | 10 | 2
CCN(CC)C(=O)c1[nH]cnc1C(=O)N[C@@H](Cc1ccccc1)C(=O)OCc1ccccc1 | -0.1 | 0.2 | 1 | -2.4 | 0.5 | -13 | 1.0 | 3 | -1.2 | 0.0 | 7
Cn1cc(S(=O)(=O)N2CCN(c3cccc(Cl)c3)CC2)c(=O)n(C)c1=O | 1.5 | -0.2 | -2 | -2.5 | 2.0 | 1 | -0.7 | -2 | -1.7 | 0.6 | -2
Cc1ccc(S(=O)(=O)N2CCCC(C(=O)NCC3COCCO3)C2)cc1 (stereo not given) | -0.2 | 0.3 | 0 | 1.1 | -1.1 | -4 | -0.7 | 2 | -1.1 | 0.1 | -6
CCc1cccc(NC(=O)CSCc2cc(=O)[nH][nH]2)c1 | -0.3 | 0.8 | 2 | -2.3 | -1.6 | 0 | 0.8 | -1 | -0.4 | -1.0 | 1
Cc1cc2oc(=O)cc(C)c2cc1NC(=O)CCC(=O)O | 1.9 | 1.1 | 4 | -2.1 | -0.5 | 1 | -1.0 | -86 | -1.7 | 3.1 | 2
COC(=O)[C@H](C(C)C)N(CCc1cn(CC2CCCCC2)nn1)S(=O)(=O)c1ccc(F)cc1Br | · | -1.4 | -1 | · | -3.1 | -4 | · | 2 | -1.6 | -0.4 | 1
CCOc1ccc(NC(=S)Nc2ccc(OCC)cc2)cc1 | -0.1 | -0.3 | 0 | -2.8 | 0.0 | 10 | -0.4 | -1 | -1.1 | 0.0 | -5
Cc1c(C(=O)N2CCCCCC2)c(S(=O)(=O)Nc2ccc(F)cc2)c(C)n1C | -0.5 | -0.1 | -2 | 0.9 | 0.7 | 2 | 0.8 | -3 | -0.1 | 0.0 | -1
CC(C)N1C(=O)c2ccccc2N(Cc2ccccc2)S1(=O)=O | 0.1 | 0.3 | -4 | 2.4 | -3.1 | 6 | 0.0 | -23 | -1.6 | -0.7 | 1
CC(NC(=O)c1ccc(Br)cc1Br)c1ccccc1 (stereo not given) | 1.2 | -0.1 | 2 | -2.7 | -1.6 | 5 | · | 0 | -0.7 | 1.2 | -5
CC1=C(C)C(=O)N(c2ccc(C(=O)O)cc2)C1=O | 0.6 | -0.4 | -4 | 3.0 | 5.6 | -1 | 1.6 | 0 | -0.3 | 1.1 | 2

Three compounds out of the list above, arranged by the number in DAX1 inh-1, largest number first:
| SMILES | DAX1 inh-1 |
| --- | --- |
| CC(C)N1C(=O)c2ccccc2N(Cc2ccccc2)S1(=O)=O | 0.3 |
| CCOc1ccc(NC(=S)Nc2ccc(OCC)cc2)cc1 | -0.3 |
| COC(=O)[C@H](C(C)C)N(CCc1cn(CC2CCCCC2)nn1)S(=O)(=O)c1ccc(F)cc1Br | -1.4 |

The list continues.
SMILES | FXN GAA850 act | DAX1 inh-1 | SMARCA2 activ | PG9 Ab binder | hcDAF12 agonist | HGIII-sPLA2 inh | DAX1 inh-2 | PLCb3 inh | ssDAF-12 act | hgDAF12 agonist | Rev-erbA mod
CCCCN(C(=O)/C=C/c1ccccc1)C1CCS(=O)(=O)C1 (stereo not given) | 2.3 | -0.1 | -5 | 0.3 | -1.5 | 16 | -1.1 | -5 | -1.1 | 0.2 | 4
CCOC(=O)/C(=N\Nc1ncnc2ccccc12)c1ccc(OC)cc1 | 0.9 | 2.5 | 3 | -2.5 | 17* | 0 | 0.8 | -96 | 2.4* | 18* | -4
O=C(Nc1ccc(F)c(F)c1)c1ccco1 | 1.1 | 0.8 | 1 | -1.0 | 0.9 | 3 | 0.5 | -2 | -1.0 | 2.0 | 4
Cc1ccc(N(C(=O)CNC(=O)c2ccco2)C(C(=O)NC2CCCC2)c2ccncc2)cc1C (stereo not given) | 0.2 | 0.1 | 2 | 0.0 | -1.7 | 2 | -0.5 | -6 | -0.9 | 2.8 | -3
Cc1ccc(N=Nc2c(=O)[nH]n3c(=O)cc(C)[nH]c23)cc1 | -1.7 | 0.2 | 3 | -15 | -1.1 | 2 | -0.1 | 2 | -0.8 | -1.2 | 18
C/C=C(\C)C(=O)OC(C)(C)[C@@H]1Cc2cc3ccc(=O)oc3cc2O1 | -0.1 | -0.2 | 0 | -0.9 | -0.9 | -13 | 1.3 | -169 | -1.5 | 1.9 | 0
CCOc1ccc(-c2nnc(NC(=O)CCCOc3cccc(C)c3)o2)cc1 | 0.6 | -0.3 | 1 | 1.9 | -0.4 | -9 | 1.9 | -3 | -0.4 | 2.1 | ·
CC1CCCCN1C(=O)c1c([N+](=O)[O-])cnn1C (stereo not given) | 0.8 | -0.8 | 0 | -2.8 | 0.0 | 2 | -0.1 | -2 | -0.7 | 1.3 | 1
COc1ccc(N2CCN(S(=O)(=O)c3cccc4cccnc34)CC2)cc1 | 2.4 | -0.4 | 1 | 0.2 | 1.6 | 6 | 0.2 | 0 | -1.4 | -4.6 | 0
Cc1ccc(S(=O)(=O)Nc2ccc3nc(C)sc3c2)c(C)c1 | -0.4 | -2.6 | -4 | 0.9 | -0.4 | -8 | -0.6 | -33 | -0.6 | -4.0 | 1
CCOc1ccc(N2C(=O)C3C(c4ccc(OC)cc4OC)NC(CCSC)(C(=O)OC)C3C2=O)cc1 (stereo not given) | -1.5 | 0.1 | 0 | -1.6 | -2.2 | -5 | -0.4 | -4 | -0.8 | 1.8 | 2
COC(=O)C[C@H]1c2cc(F)ccc2S(=O)(=O)N1c1ccccc1 | 1.6 | -0.3 | 1 | -0.1 | -0.7 | -1 | -0.2 | 0 | -1.1 | 1.2 | 2
C=CCn1c(SCc2nc3ccccc3[nH]2)nnc1-c1ccccn1 | 1.6 | 0.5 | -2 | 1.0 | -0.4 | 12 | 1.0 | -11 | -1.5 | 1.6 | 7
CNC(=S)N1CCN(c2nc(-c3ccc(Cl)cc3)cs2)CC1 | 1.9 | -1.2 | -2 | 0.8 | -3.7 | 17 | -1.2 | -9 | -0.4 | 1.3 | 2
CC1(C)C(=O)Nc2ccccc2N1C(=O)COC(=O)Cc1ccccc1F | -0.1 | 0.3 | 6 | 1.7 | -0.3 | 2 | -1.0 | 3 | -1.3 | 1.0 | -1
Cc1ccc(S(=O)(=O)N(C)C)cc1NC(=O)C(C)OC(=O)C1CCCC1 (stereo not given) | -1.3 | 1.1 | -2 | 0.6 | -0.4 | -1 | 0.9 | -5 | -1.1 | 1.2 | -5
CCOc1ccccc1C(=O)N(Cc1sccc1C)C1CCS(=O)(=O)C1 (stereo not given) | 2.0 | -0.2 | 4 | -1.8 | -0.5 | 1 | 0.0 | 0 | -0.2 | -0.2 | -1
Cc1cccc2sc(NC(=O)CN(C)S(=O)(=O)c3ccc(Br)s3)nc12 | 1.3 | -0.7 | 0 | 4.3 | -1.0 | -22 | 0.9 | 3 | -1.0 | -1.0 | 4
NCCNc1ccc2nnnn2n1 | -2.0 | 0.5 | -1 | 0.4 | 1.3 | 4 | 0.1 | 0 | -0.8 | -0.6 | 0
O=C1C/C(=C/NCc2ccccc2)C(=O)N1 | 0.4 | -0.5 | 1 | -1.4 | -0.7 | 0 | -0.8 | -1 | -1.2 | 0.8 | -6
CN(C)c1ccc(-c2[nH][nH]c(=O)c2NC(=O)c2ccc3ccccc3n2)cc1 | · | -3.5 | 4 | -5.7 | 1.3 | 5 | · | -215 | -0.7 | -4.3 | -2
COC(=O)Cn1nnnc1-c1nc2cc(C)c(C)cc2[nH]c1=O | · | 0.3 | 3 | 1.2 | 3.1 | 1 | · | i | 0.0 | -3.2 | -1
Cc1cc(NC(=O)CSc2nnc(CNC(=O)c3ccc(C(C)(C)C)cc3)o2)no1 | 0.4 | 1.7 | -1 | -1.4 | -1.0 | -24 | 0.2 | -6 | -0.2 | -0.2 | 1
CCOc1ccc(S(=O)(=O)N2CC(=O)Nc3ccccc32)cc1 | -1.7 | -0.5 | -2 | 1.2 | -1.7 | 5 | 3.1 | -4 | -1.4 | 3.3 | -4
Cc1noc(NS(=O)(=O)c2ccc(NC(=O)c3cc(-c4ccccc4Cl)nc4ccccc34)cc2)c1C | 1.1 | 1.3 | -1 | 1.7 | -2.1 | -54 | 0.3 | -3 | -1.6 | -1.4 | -5
